Compound activity: PubChem BioAssay, several laboratories
PriA SSB inh: blocks PriA binding to SSB C-terminal tail; AlphaScreen SSBct-PriA binding, biotinylated peptide; inhibition, % at 33 µM; actives 0.6% (n = 430,000); in the data active = inhibition mostly above about 37%, no sharp cut-off; inactive = mostly below about 20%;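 also: plate controls were negative control peptide for no effect and reference peptide for full effect; strong numbers were not always called active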
BoNT-A LC inh2: inhibitors of Botulinum neurotoxin A light chain protease. multiplex microsphere protease substrate cleavage, flow cytometry. inhibition, % at 10 µM. actives 0.17% (n = 360,000). AID 588499; also: plate controls were buffer without enzyme for full effect and enzyme alone for no effect
Anthrax LF prot: anthrax lethal factor protease inhibition; actives 0.12% (n = 360,000); multiplex microsphere protease cleavage assay, LF; inhibition, % at 10 µM; P15917; AID 588501; also: plate controls were buffer without enzyme for full effect and enzyme alone for no effect
SARS 3CLpro inh: SARS-CoV 3CLpro protease inhibition. P0C6X7. recombinant SARS-CoV 3CLpro, quenched FRET peptide cleavage. inhibition, % at 6 µM. actives 0.14% (n = 290,000); in the data active = inhibition above about 12%
MazF activator: increases E. coli MazEF RNase cleavage of RNA | P0AE70 | FAM/BHQ RNA-DNA oligo cleavage fluorescence, 5 h | activation, % at 20 µM | actives 0.32% (n = 350,000); in the data active = activation above about 50%
Target sequence (P0AE70 whole entry, looked up): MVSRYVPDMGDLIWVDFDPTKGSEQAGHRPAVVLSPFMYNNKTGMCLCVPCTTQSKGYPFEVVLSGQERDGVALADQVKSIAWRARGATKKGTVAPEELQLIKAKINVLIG
PrPC TRFRET: cell surface PrPC inhibition, primary TR-FRET screen; inhibition, % at 13.8 µM; actives 0.43% (n = 370,000); AID 720596; TR-FRET read-out; P04156; in the data active = inhibition above about 24%; also: 0% = median of the test wells and 100% = reference compound wells
CCHFV vOTU inh: blocks the CCHF virus ovarian tumor domain protease. CCHFV vOTU protease, Pep-AMC fluorescence. inhibition, % at 11.5 µM. actives 0.55% (n = 370,000); in the data active = inhibition above about 30%; also: 0% = vehicle wells with enzyme and 100% = no enzyme wells
Rv3671c protease: inhibitors of M. tuberculosis serine protease Rv3671c | P9WHR9 | inhibition, % at 5.96 µM | actives 0.048% (n = 320,000) | AID 2606; in the data active = inhibition above about 38%;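 also: extracellular domain of Rv3671c used as enzyme; 0% = enzyme with DMSO and 100% = no enzyme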
Target sequence (P9WHR9 whole entry, looked up, the tested form may be a part): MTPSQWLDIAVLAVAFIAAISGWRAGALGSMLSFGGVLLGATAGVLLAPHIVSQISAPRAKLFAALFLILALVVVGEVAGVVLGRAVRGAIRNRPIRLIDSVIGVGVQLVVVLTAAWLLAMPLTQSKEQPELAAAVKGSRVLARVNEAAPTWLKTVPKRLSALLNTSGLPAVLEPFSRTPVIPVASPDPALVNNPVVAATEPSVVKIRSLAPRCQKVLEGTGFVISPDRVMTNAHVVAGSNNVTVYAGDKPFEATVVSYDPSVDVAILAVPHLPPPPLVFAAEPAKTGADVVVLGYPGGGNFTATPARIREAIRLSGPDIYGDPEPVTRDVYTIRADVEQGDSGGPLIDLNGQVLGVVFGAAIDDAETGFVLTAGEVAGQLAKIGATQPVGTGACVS
DUSP3 inh: blocks human VHR1 dual specificity phosphatase. recombinant VHR phosphatase, pNPP absorbance. AID 1654. actives 0.52% (n = 290,000). inhibition, % at 13.3 µM; in the data active = inhibition above about 50%; also: some compounds called inactive have numbers as strong as hits
Target sequence (P51452 whole entry, looked up): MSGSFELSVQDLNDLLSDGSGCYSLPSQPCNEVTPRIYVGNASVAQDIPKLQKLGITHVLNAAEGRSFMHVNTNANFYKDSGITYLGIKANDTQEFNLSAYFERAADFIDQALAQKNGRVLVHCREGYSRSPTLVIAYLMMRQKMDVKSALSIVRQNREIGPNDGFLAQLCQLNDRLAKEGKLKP
BoNT-F LC inh: inhibitors of Botulinum neurotoxin F light chain protease. Multiplex microsphere protease cleavage assay, flow cytometry. inhibition, % at 10 µM. actives 0.22% (n = 360,000); in the data active = inhibition above about 35%, passing the limit was not always enough; inconclusive = no clear call, values can overlap the other calls; also: plate controls were buffer without enzyme for full effect and enzyme alone for no effect
The depositor's hits bear a star; i = inactive; ? = inconclusive; nt = no result given; & = joins results of further samples. Rule as the data show it, unless noted: active = inhibition above about 30%; inconclusive = no clear call, values can overlap the other calls; inactive = below that. Only part of the results is shown, so the mix of outcomes need not match the whole.

SMILES	PriA SSB inh	BoNT-A LC inh2	Anthrax LF prot	SARS 3CLpro inh	MazF activator	PrPC TRFRET	CCHFV vOTU inh	Rv3671c protease	DUSP3 inh	BoNT-F LC inh
COc1ccc(/C=N/Nc2nc(N)cc(Cl)n2)cc1OC	nt	-1.7	-1	-4	5	-5	8	-5	4	-11
Cc1ccc(CS(=O)Cc2ccc(C(=O)NCCCc3ccccc3)o2)cc1 (centres undefined)	nt	-0.2	2	nt	4	2	0	nt	nt	-7
O=C(NC1CC1)C1CCN(C2CCN(C(=O)c3ccc(C(F)(F)F)cc3)CC2)CC1	-2	2.1	-3	-5	12	0	9	-13	46	4
CCC(C)C(NC(=O)c1ccccc1NC(=O)c1ccccc1)C(=O)N1CCOCC1 (centres undefined)	-11	-0.2	-1	-1	1	-4	-20	-4	3	1
CC(C)n1c(=O)c2ccccc2n1CC(=O)N1CCOCC1	nt	0.4	4	nt	nt	6	-40	nt	nt	0
CNC(=O)[C@@]1(C)C=C[C@@H](Cc2ccccc2)N1C(=O)OC	0	0.1	0	-3	-5	-2	-6	-1	43	-1
Cc1ccc2nc(CSc3nnc(-c4ccco4)o3)cc(=O)n2c1	-3	0.3	-5	-2	8	-13	4	-6	3	-5
CCCn1c(=O)c2sccc2n2c(CCCC(=O)NC3CCN(Cc4ccccc4)CC3)nnc12	-9	0.0	-2	-7	3	-14	8	-2	11	7
NC(=O)c1c(NC(=O)c2ccncc2)sc2c1CCCC2	-20	-0.8	-2	1	4	4	12	-5	33	-2
COc1ccc(C(=O)NCc2nnc(SCC(=O)NCCc3ccccc3)o2)cc1	-6	-0.5	-2	-2	-12	7	6	-6	6	0
O=C(COC(=O)c1c(F)cccc1Cl)NC1CCCCC1	-23	1.6	-1	nt	-4	-3	-10	nt	nt	8
CCSc1nnc(C)c(=O)n1COC(=O)c1ccc(S(=O)(=O)N2CCCC2)cc1	-11	-0.9	-2	0	6	3	4	-13	24	0
O=C(Nc1sc2c(c1C(=O)O)CCC2)c1ccc(F)cc1	-16	-1.2	-1	0	-2	1	5	4	-6	-8
CCOC(=O)c1c(C)[nH]c(C)c1C(=O)COc1ccc(NC(=O)c2ccco2)cc1	8	0.6	1	5	-3	-6	-4	3	-8	-1
COc1ccc(N2CCN(CCCNC(=O)CCCn3c(=O)[nH]c4ccsc4c3=O)CC2)cc1	-7	2.0	-5	-1	8	5	-5	6	22	16
Cc1cc(C(=O)CN2C(=O)NC(Cc3c[nH]c4ccccc34)C2=O)c(C)n1C (centres undefined)	-2	-4.2	-4	2	3	-7	-4	0	2	-9
CCCCNC(=S)NNC(=O)c1ccco1	-20	0.2	-2	-2	3	1	-1	-3	13	0
O=C(CN1CCN(Cc2ccccc2F)C1=O)NCCc1ccc(Cl)cc1	-18	0.1	0	3	-3	5	4	-6	34	-7
CCCCc1nnc(NC(=O)COC)s1	-9	0.5	8	6	3	1	6	-1	21	6
COc1cc(C(=O)OCc2csc(CC(=O)Nc3cc(C)ccc3C)n2)ccc1OC(F)F	-1	0.6	-10	nt	-2	-2	20	nt	nt	1
COc1ccc(NC(=O)CC(C)CC(=O)NCc2ccccc2)c(OC)c1 (centres undefined)	1	nt	nt	3	-1	3	-12	-4	39	nt
O=C1CS/C(=N/N=C/c2ccccc2)N1Cc1ccco1	nt	0.0	-4	9	13	7	-6	-6	20	-5
Cn1c(=O)[nH]c(=O)c2c1nc(NCc1ccco1)n2Cc1ccccc1Cl	-9	0.0	-6	-1	2	5	0	-8	3	-3
COc1ccc(-n2c(C)cc(C(=O)COc3ccc(-n4cnnn4)cc3)c2C)cc1	-7	0.1	0	1	-3	4	10	3	6	-2
Nc1ccc2oc(-c3ccccc3Cl)nc2c1	-22	2.9	-4	-3	5	2	4	-6	13	-2
COc1ccc(NC(=O)C2C3C=CC4(O3)C2C(=O)N(CCN2CCCCC2C)C4C(=O)NC2CCCC(C)C2C)cc1 (centres undefined)	6	-5.6	6	1	12	-7	3	3	20	-11
CC1CCCC(NC(=O)COC(=O)Cc2ccc(Cl)cc2)C1C (centres undefined)	-14	0.2	3	nt	4	1	5	5	nt	-5
Cc1ccc(NC(=O)CN2C(=O)NC3(CCCc4ccccc43)C2=O)cc1S(=O)(=O)N1CCOCC1 (centres undefined)	-4	-3.0	2	3	-7	5	13	-10	14	-17
O=C(NCC(c1ccco1)N1CCc2ccccc2C1)c1cccc(Br)c1 (centres undefined)	-15	?	?	nt	-3	-2	-2	0	nt	?
CCNC(=S)N(CCN(C)C)Cc1cc2cc3c(cc2[nH]c1=O)OCO3	-1	1.7	12	-2	7	7	-25	-2	12	?

Some of the entries above, set out differently:
Each structure is followed by: PriA SSB inh	BoNT-A LC inh2	Anthrax LF prot	SARS 3CLpro inh	MazF activator	PrPC TRFRET	CCHFV vOTU inh	Rv3671c protease	DUSP3 inh	BoNT-F LC inh
COc1ccc(-n2c(C)cc(C(=O)COc3ccc(-n4cnnn4)cc3)c2C)cc1
  -7	0.1	0	1	-3	4	10	3	6	-2
Cc1ccc(NC(=O)CN2C(=O)NC3(CCCc4ccccc43)C2=O)cc1S(=O)(=O)N1CCOCC1 (centres undefined)
  -4	-3.0	2	3	-7	5	13	-10	14	-17
Cn1c(=O)[nH]c(=O)c2c1nc(NCc1ccco1)n2Cc1ccccc1Cl
  -9	0.0	-6	-1	2	5	0	-8	3	-3
COc1ccc(NC(=O)C2C3C=CC4(O3)C2C(=O)N(CCN2CCCCC2C)C4C(=O)NC2CCCC(C)C2C)cc1 (centres undefined)
  6	-5.6	6	1	12	-7	3	3	20	-11

(list continues)
SMILES	PriA SSB inh	BoNT-A LC inh2	Anthrax LF prot	SARS 3CLpro inh	MazF activator	PrPC TRFRET	CCHFV vOTU inh	Rv3671c protease	DUSP3 inh	BoNT-F LC inh
Cc1ccc(S(=O)(=O)NNC(=S)Nc2ccccc2)cc1	-4	-0.7	-1	3	-5	2	4	0	-2	-1
COc1ccc(N=Nc2nc3cc(Br)c(Br)cc3n2C)c(OC)c1	6	4.1	0	-17	-202	0	6	16	3	10
O=[N+]([O-])c1ccc(-c2ccc(/C=N/c3c(-c4ccco4)nc4ccccn34)o2)cc1	nt	-2.4	-8	3	15	-28	5	3	19	-30
O=C(Nc1ccc([N+](=O)[O-])cn1)C1CC2CCC1C2 (centres undefined)	-5	0.2	-1	4	8	-19	-11	2	2	-2
CCOc1ccc(OCCC(=O)N(CC)CC(=O)Nc2ccccc2OC)cc1	3	-1.6	-2	nt	2	4	-7	nt	nt	?
COc1cccc(CSc2nnc(-c3ccncc3)n2C)c1	2	-1.3	-4	-6	13	-1	-6	2	-6	-16
O=C1c2ccccc2C(=O)N1CCCCSc1nnc(-c2ccc(OC(F)F)cc2)o1	-10	-0.1	1	-1	-1	-8	-21	-2	10	-3
Clc1ccc(CN(Cc2ccccc2)C(c2cccs2)c2nnnn2C2CCCC2)cc1 (centres undefined)	-17	-0.7	-5	8	-1	-3	8	-2	0	8
O=C1CN(S(=O)(=O)c2ccc(F)cc2)c2ccccc2N1	2	nt	nt	-1	-4	13	-11	4	-7	nt
Cc1c(Cl)cccc1NC(=O)CCN1CCN(CCO)CC1	-1	-1.0	-2	-1	8	-2	-1	nt	13	-4
CCN(Cc1ccncc1)Cc1c(O)ccc2ccccc12	-3	-0.1	-2	0	-18	5	-18	nt	24	-13
Clc1ccccc1Cc1noc(CN2CCSCC2)n1	-8	0.0	-3	-3	7	-5	18	0	13	-2
CO/N=C/NC(=O)NOCc1ncc(C(F)(F)F)cc1Cl	i	-0.8	-1	-3	1	6	0	-5	-8	-4
O=C(/C=C/c1ccc(Cl)cc1)NCCN1CCOCC1	-5	-0.4	-5	-3	-5	-8	-12	-4	29	5
Cc1ccc(NC(=O)CN(C)C(=O)C2CSC3(C)CCC(=O)N23)cc1 (centres undefined)	nt	-0.2	1	nt	0	6	-7	nt	nt	-3
COc1cc(OC)c(C(=O)NNC(=O)c2ccc(NS(=O)(=O)c3cccs3)cc2)cc1OC	-19	0.2	-3	nt	6	2	8	nt	nt	10
COC(=O)/C=C1\SC(=NC(=O)c2ccc(-c3ccccc3)cc2)NC1=O	1	0.0	3	nt	4	1	1	-41	nt	-4
CCCn1c2ccccc2c2cnn(CC(=O)NCCCOC)c(=O)c21	-7	0.9	-14	4	2	4	-8	nt	10	-10
COc1ccc(C(=O)NCc2nnc(SCC(=O)NO)n2Cc2ccccc2)cc1	-14	0.2	-3	1	2	12	-2	-4	-3	-9
O=C1/C(=C/c2ccccc2)CSc2sccc21	-20	0.0	-2	0	-1	-1	4	-7	18	6
CCc1cc(C(=O)c2ccc(OC)cc2)c(NC(=O)CN2CCCCC2)s1	0	2.0	-4	-3	-7	2	-10	-5	25	?
Cc1ccc(NC(=O)CSc2nnc(-c3n[nH]c4ccccc34)n2-c2ccccc2)c(C)c1	-13	0.7	0	3	8	20	15	-9	21	-2
CC(OC(=O)Cn1cc(C(F)(F)F)ccc1=O)C(=O)N(C)c1ccccc1 (centres undefined)	-11	1.2	9	nt	7	3	-11	-7	nt	2
COc1ccccc1NS(=O)(=O)c1ccc(NC(=O)c2nc3nc(C)cc(C(F)F)n3n2)cc1	4	-0.3	0	3	3	-10	-10	2	0	-8
O=c1cc(N2CCC3(CC2)OCCO3)[nH]c(=O)n1-c1ccc(Cl)cc1	2&-11	-0.5	-1	-7	-3	nt	nt	0	14	3
O=C(Nc1ncnc2c1ncn2C1OC(COC(=O)c2ccccc2)C(F)C1O)c1ccccc1 (centres undefined)	-7	-0.9	3	0	6	4	-8	-8	32	-2
O=C(Nc1nncs1)c1cc2c(s1)CCC2	-1	-0.1	-5	0	-4	3	0	-5	24	-3
Cc1cc(NC(=O)COc2ccc3oc4ccccc4c3c2)no1	2	0.7	-2	8	-12	-3	-2	-3	2	?
O=C(NC(Cc1ccc(O)cc1)C(=O)O)/C(=C/c1ccccc1)NC(=O)c1ccccc1 (centres undefined)	-3	-1.4	-1	-2	-6	-1	20	11	-19	1
COc1ccc(Nc2nnc(-c3ccc(O)cc3)c3ccccc23)cc1C(N)=O	-5	-0.9	-2	-3	-9	94*	3	10	5	2
O=[N+]([O-])c1ccccc1OCCCCN1CCCCC1	-4	-0.5	-4	0	4	-3	9	10	16	-10
CC(/C=N/NC(=O)c1cc(-c2ccc3ccccc3c2)n[nH]1)=C\c1ccco1	nt	0.3	-2	-1	3	5	6	-46	16	-2
COc1ccc(OC)c(NC(=O)c2cccc(C)c2[N+](=O)[O-])c1	-1	-0.7	-2	1	1	-4	3	-3	35	-3
COc1ccc(CNc2nc(Cl)c(C#N)s2)cc1	5	0.2	-1	-5	11	5	-1	-7	-6	-4
CC(CNC(=O)c1ccccc1[N+](=O)[O-])NC(=O)c1ccccc1[N+](=O)[O-] (centres undefined)	-9	nt	nt	nt	12	-10	-9	-2	nt	nt
COc1cccc(Nc2ccc(C(=O)O)cc2[N+](=O)[O-])c1	7	-0.3	-1	6	3	-17	2	-2	12	-6
CCOC(=O)N1CCN(S(=O)(=O)CCNC(=O)c2ccccc2)CC1	-5	-5.3	1	nt	1	5	5	-2	nt	?
COc1cccc(/C=C/c2nc(S(=O)(=O)c3ccccc3)c(N(C)C)o2)c1	-2	1.8	-2	0	2	1	8	-6	10	9
Nc1nc2c(c(=O)[nH]1)C(c1cccc3ccccc13)C1=C(N2)c2ccccc2C1=O (centres undefined)	16	-0.5	1	-2	-14	-26	-11	nt	1	-5
CC(=O)c1cccc(-c2ccnc3c2CC(C(=O)NCc2ccncc2)O3)c1 (centres undefined)	nt	0.1	-5	nt	nt	8	26	nt	nt	-5
CCN(CC)S(=O)(=O)c1cccc(-c2nnc(SCCCC(=O)c3ccccc3)o2)c1	-21	0.6	-3	-1	-4	16	19	-4	5	6
CCOc1ccc(N(CC(=O)N/N=C/c2cc([N+](=O)[O-])ccc2Cl)S(C)(=O)=O)cc1	nt	-0.5	3	2	10	-7	-3	-11	9	-5
O=[N+]([O-])/C(=C\Nc1ccccc1)S(=O)(=O)c1ccccc1	2	0.7	3	-1	-1	1	-5	0	26	-2
COc1ccccc1-n1c(SCC(=O)Nc2ccc3c(c2)OCO3)nc2c(c1=O)SCC2	-12	-0.4	-5	2	6	-6	1	-7	13	5
